GluA2 TARP mod – modulators of AMPA receptor GluA2-stargazin complexes | HEK293 GluA2+stargazin, membrane potential dye (FDSS), glutamate EC50; hits were called plate by plate, in both directions | calls only at 30 µM | O88602+P19491 | hit rate 3.5% among 40,000;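 active = any of four per-well response measures lying three or more SD from its plate-wide compound average, in either direction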
Target sequence (O88602 whole entry, looked up): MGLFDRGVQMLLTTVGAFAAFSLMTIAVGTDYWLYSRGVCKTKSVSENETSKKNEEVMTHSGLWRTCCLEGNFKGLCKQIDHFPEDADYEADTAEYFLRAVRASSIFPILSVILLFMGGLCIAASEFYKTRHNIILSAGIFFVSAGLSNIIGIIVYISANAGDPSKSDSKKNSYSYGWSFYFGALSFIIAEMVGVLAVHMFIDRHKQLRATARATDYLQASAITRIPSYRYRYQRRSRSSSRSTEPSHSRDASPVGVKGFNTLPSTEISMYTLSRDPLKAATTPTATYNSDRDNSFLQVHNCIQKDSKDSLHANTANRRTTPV
Target sequence (P19491 whole entry, looked up): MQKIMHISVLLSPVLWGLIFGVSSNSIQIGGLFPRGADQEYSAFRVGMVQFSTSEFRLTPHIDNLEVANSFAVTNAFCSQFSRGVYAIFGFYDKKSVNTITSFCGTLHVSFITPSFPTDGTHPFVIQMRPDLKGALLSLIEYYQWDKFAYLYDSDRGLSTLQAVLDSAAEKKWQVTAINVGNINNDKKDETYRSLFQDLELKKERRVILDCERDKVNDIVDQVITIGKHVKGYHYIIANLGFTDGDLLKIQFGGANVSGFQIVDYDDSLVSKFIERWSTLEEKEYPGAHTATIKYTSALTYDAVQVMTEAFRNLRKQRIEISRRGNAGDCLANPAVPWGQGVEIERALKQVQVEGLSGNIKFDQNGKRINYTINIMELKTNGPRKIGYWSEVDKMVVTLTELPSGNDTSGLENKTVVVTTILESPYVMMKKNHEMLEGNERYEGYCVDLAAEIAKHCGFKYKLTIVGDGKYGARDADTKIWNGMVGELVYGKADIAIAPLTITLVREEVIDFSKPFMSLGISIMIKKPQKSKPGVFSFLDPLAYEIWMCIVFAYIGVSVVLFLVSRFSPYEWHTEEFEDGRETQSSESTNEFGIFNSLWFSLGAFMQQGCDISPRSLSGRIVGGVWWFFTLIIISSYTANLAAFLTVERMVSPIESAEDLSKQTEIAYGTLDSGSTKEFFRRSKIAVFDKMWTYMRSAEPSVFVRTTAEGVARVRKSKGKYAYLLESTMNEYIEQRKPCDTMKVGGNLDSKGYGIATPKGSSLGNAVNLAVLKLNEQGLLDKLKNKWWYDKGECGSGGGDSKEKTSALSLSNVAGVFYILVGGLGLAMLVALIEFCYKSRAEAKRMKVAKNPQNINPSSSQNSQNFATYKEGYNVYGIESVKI
GluA2 TARP mod agonism max-min – second read-out of GluA2 TARP mod, no call of its own (marks repeat the call); compound max-min signal; compound-alone response (agonism);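 unitless range of fluorescence divided by baseline over first 100 seconds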
GluA2 TARP mod glutamate slope – also measured in GluA2 TARP mod; calls as there; glutamate slope, % of max; measured here: glutamate response slope, % max;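 scaled per plate between vehicle wells and maximal 1 mM glutamate control wells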
Active calls of the source: *; i = inactive; + = active, no number.

Value order: GluA2 TARP mod	GluA2 TARP mod agonism max-min	GluA2 TARP mod glutamate slope
1: CS(=O)(=O)c1ccc(CC(=O)Nc2cccc3ccccc23)cc1
→ i	0.1	69
2: CSc1ccccc1C(=O)Nc1cc(C2CC2)nn1-c1nc(C)cc(=O)[nH]1
→ i	0.12	67
3: CC(C)N1CCC(CNC(=O)C(=O)NCc2ccc3c(c2)OCO3)CC1
→ i	0.083	59
4: COc1ccc(C(CNC(=O)c2ccco2)N2CCN(C)CC2)cc1 (stereo not given)
→ i	0.044	63
5: CCOC(=O)N1CCN(C(=O)CSc2ccnc3c2c(=O)n(C)c(=O)n3C)CC1
→ +	0.15*	49*
6: COc1ccc(S(=O)(=O)Nc2nc(CCC(=O)Nc3nnc(C)s3)cs2)cc1
→ +	0.18*	65*
7: COc1ccc(-c2ccc(OCCNS(=O)(=O)c3cc(C)c(OC)cc3C)nn2)cc1
→ i	0.035	59
8: Cc1ccc2c(=O)c(-c3nc(-c4cccc(F)c4)no3)cn(CC(=O)Nc3c(C)cccc3C)c2n1
→ i	0.03	39
9: COc1ccc(Cl)cc1NC(=O)Cc1csc(Nc2ccc(F)cc2)n1
→ i	0.13	60
10: CCC(=O)Nc1ccc(C(=O)NCCN)cc1
→ i	0.047	57
11: Cc1ccccc1-c1cc2c(=O)n(Cc3nc(-c4ccccc4Br)no3)ccn2n1
→ i	0.088	59
12: CCn1cc(C(=O)NCc2n[nH]c(=O)c3ccccc23)c(=O)c2ccc(C)nc21
→ i	0.087	53
13: Cc1cc(S(=O)(=O)NCC(c2cccs2)N2CCOCC2)ccc1F (stereo not given)
→ i	0.088	9
14: Cc1ccc(NC(=O)C(=O)NCc2cccs2)cc1N1CCCC1=O
→ i	0.042	66
15: COc1ccc(NC(=O)C(=O)NCC2CCN(c3ccccn3)CC2)cc1Cl
→ i	0.11	61
16: O=C(NCC1CCN(C(=O)COc2ccccc2)CC1)C(=O)Nc1cccnc1
→ i	0.14	58
17: COc1cccc(-c2cc(C(=O)Nc3ccc([N+](=O)[O-])cc3OC)c3ccccc3n2)c1
→ i	0.065	33
18: COc1cccc(CCNc2ncnc3c2nnn3C)c1
→ i	0.044	45
19: COc1ccc(C2(CNC(=O)c3snnc3C)CCCC2)cc1
→ i	0.054	42
20: O=C(NCC1CCN(C(=O)c2ccccc2F)CC1)c1ccccn1
→ i	0.06	56

Compound profiles, from the list above:
`CS(=O)(=O)c1ccc(CC(=O)Nc2cccc3ccccc23)cc1` is listed with GluA2 TARP mod: i; GluA2 TARP mod agonism max-min: 0.1; GluA2 TARP mod glutamate slope: 69
`O=C(NCC1CCN(C(=O)COc2ccccc2)CC1)C(=O)Nc1cccnc1` is listed with GluA2 TARP mod: i; GluA2 TARP mod agonism max-min: 0.14; GluA2 TARP mod glutamate slope: 58

Additional entries:
Value order: GluA2 TARP mod	GluA2 TARP mod agonism max-min	GluA2 TARP mod glutamate slope
21: O=C(NCC1CCN(C(=O)Oc2ccccc2)CC1)C(=O)Nc1cccnc1
→ i	0.086	53
22: O=C(Cc1csc(Nc2ccc(F)cc2)n1)N1CCCc2ccccc21
→ i	0.21	46
23: CCOC(=O)CCNC(=O)NCC1CC(=O)N(c2ccc(Cl)cc2)C1 (stereo not given)
→ i	0.12	61
24: COc1ccc2sc(N(CCN3CCOCC3)C(=O)CCc3ccccc3)nc2c1
→ i	0.033	35
25: COc1ccc(C(=S)N2CCN(C(=S)c3ccc4c(c3)OCO4)CC2)cc1
→ i	0.075	61
26: Cn1ccc(C(=O)Nc2onc3c2CCCC3)n1
→ i	0.089	59
27: CC(C(=O)NCCc1cccs1)n1nnc2ccccc2c1=O (stereo not given)
→ i	0.085	61
28: O=C(NC1CCSC1=O)C1CCCN(c2cc(-n3cccn3)ncn2)C1 (stereo not given)
→ i	0.093	60
29: COc1ccc(NC(=O)CCc2sc(C)nc2-c2cccs2)cc1OC
→ i	0.12	61
30: CCSc1nnc(NC(=O)C2CN(c3nc4c(F)cccc4s3)C2)s1
→ i	0.098	61
31: COc1cccc(-n2nnc3c(N4CCN(C(=O)c5cccc(Cl)c5)CC4)ncnc32)c1
→ i	0.052	33
32: O=C(Nc1nnc(Cc2ccc(F)cc2)o1)Nc1ccccc1Cl
→ i	0.1	64
33: Cc1ccc(CN2C(=O)C3(OCCCO3)c3ccccc32)cc1
→ i	0.048	41
34: O=C(CSc1nc(=O)n(CC2CCCO2)c2c1CCC2)Nc1ccc2c(c1)OCO2 (stereo not given)
→ i	0.067	52
35: COc1ccc(-c2csc(NC(=O)CCCS(=O)(=O)c3ccc(F)cc3)n2)cc1OC
→ i	0.1	66
36: O=C(c1ccc(Cl)cc1)N1CCN(S(=O)(=O)c2cc3c4c(c2)CCC(=O)N4CCC3)CC1
→ i	0.096	58
37: CCOc1ccc2c(c1)C(=O)c1cc(OCC(=O)OC)ccc1-2
→ i	0.13	38
38: O=C(NCCc1c[nH]c2ccccc12)C(=O)c1cn(CC(=O)N2CCOCC2)c2ccccc12
→ i	0.11	58
39: COc1ccccc1CCNC(=O)C(=O)Nc1ccc2c(c1)N(S(C)(=O)=O)CCC2
→ i	0.066	49
40: COc1ccc(-c2cc(CC(=O)Nc3cccc(C)c3C)no2)cc1OC
→ i	0.043	47
41: COc1ccccc1-c1nnc(NC(=O)c2ccc(Oc3ccccc3)cc2)o1
→ i	0.079	50
42: O=C(O)C1CCCCC1C(=O)Nc1ccc(S(=O)(=O)N2CCCCC2)cc1 (stereo not given)
→ i	0.082	43
43: COC(=O)c1c(NC(=O)C2CCCCN2S(C)(=O)=O)sc2c1CCC(C)C2 (stereo not given)
→ i	0.096	51
44: Cc1cc(C(=O)Nc2ccc3c(c2)N(C(=O)c2ccco2)CC3)no1
→ i	0.19	44
45: CC(O)(CNS(=O)(=O)c1ccc(Cl)s1)c1ccc(-c2ccccc2)cc1 (stereo not given)
→ i	0.13	42
46: COCCCN1C(=O)CC(Sc2ncccc2C(=O)O)C1=O (stereo not given)
→ i	0.055	43
47: CSc1cccc(NC(=O)C(=O)N2CCN(c3cccc(Cl)c3)CC2)c1
→ i	0.12	50
48: O=S(=O)(c1ccc(F)cc1)c1nc(-c2ccccc2F)oc1N1CCCC1
→ i	0.1	62
49: COc1cccc(C(=O)NCC(c2cccs2)N(C)C)c1OC (stereo not given)
→ i	0.029	42
50: CC(C)N1C(=O)SC(Nc2ccccc2C(=O)O)C1=O (stereo not given)
→ i	0.11	59
51: COc1ccc2c(=O)cc(-c3ccc(C)cc3)oc2c1
→ i	0.054	59
52: OC(COc1ccc2ccccc2c1)CN1CCOCC1 (stereo not given)
→ i	0.093	57
53: O=c1nc(SCc2ccc(Cl)cc2Cl)c2c(n1CCCO)CCC2
→ i	0.042	61
54: CCS(=O)(=O)N1CCCc2ccc(NS(=O)(=O)c3ccc(OC)cc3OC)cc21
→ i	0.058	67
55: CSc1ncccc1C(=O)N1CCC(CNC(=O)C(=O)NCc2ccc3c(c2)OCO3)CC1
→ i	0.073	61
56: Cc1ccc(-c2ccc(=O)n(CCCC(=O)NCc3cccs3)n2)cc1
→ i	0.035	29
57: CCCCOCC(O)CN1CCN(CCO)CC1 (stereo not given)
→ i	0.1	58
58: CCOc1ccc(C(=O)Nc2ccc3c(c2)CCCN3S(=O)(=O)c2ccccc2)cc1
→ i	0.09	105
59: CCc1ccc(NC(=O)Cn2ccn(-c3cccc(OC)c3)c(=O)c2=O)cc1
→ i	0.087	52
60: Cc1cccc(NC(=O)N2CCN(c3ccc4nnc(C5CC5)n4n3)CC2)c1C
→ i	0.087	40
61: COc1cccc2cc(C(=O)NCCC(O)c3cccs3)oc12 (stereo not given)
→ i	0.086	60
62: Cc1ccc(O)c(-c2cc(-c3ccccc3F)[nH]n2)c1
→ i	0.087	50
63: O=C(Nc1ccccc1-c1nc2ccccc2[nH]c1=O)C(F)(F)F
→ i	0.079	57
64: CCc1ccccc1NS(=O)(=O)c1ccc(CN2C(=O)c3ccccc3C2=O)cc1
→ i	0.065	42
65: CCOCCCNC(=O)C(=O)Nc1c2c(nn1C(C)(C)C)CSC2
→ i	0.036	51
66: Cc1cc([N+](=O)[O-])ccc1NC(=O)c1ccc(N2C(=O)c3ccccc3C2=O)cc1
→ i	0.081	76
67: O=C(COc1ccccc1F)N1CCN(C(=O)C2CC2c2cccs2)CC1 (stereo not given)
→ i	0.096	54
68: COc1ccc(-c2cc(C(F)F)n3ncc(C(=O)N4CCC(C)CC4)c3n2)cc1
→ i	0.092	45
69: CCOc1ccccc1NC(=O)c1nnn(-c2cccc(C(F)(F)F)c2)c1N
→ i	0.1	60
70: COC(=O)c1ccccc1NC(=O)C1CCN(c2ccc(-c3ccc(F)cc3)nn2)CC1
→ i	0.12	70
71: NC(=O)c1ccc(NC(=O)C(=O)Nc2cccc(N3CCCCC3=O)c2)cc1
→ i	0.049	53
72: Cc1ccc(-c2nnc(NC(=O)c3ccc(S(=O)(=O)N(C)C)cc3)o2)cc1C
→ i	0.069	54
73: CCOC(=O)N1CCc2c(sc(NC(=O)c3cccc(Cl)c3)c2-c2nc3ccccc3s2)C1
→ i	0.12	75
74: Cc1cc(C(F)(F)F)nc(Nc2nc3ccccc3o2)n1
→ i	0.066	48
75: CC1CCc2nn(CC(=O)Nc3cccc(Cl)c3)c(=O)cc2C1 (stereo not given)
→ i	0.084	65
76: COC(=O)C1=COC(C)C2CN3CCc4c([nH]c5ccccc45)C3CC12 (stereo not given)
→ i	0.057	14
77: O=C(NCCCn1ccnc1)c1ccc(N2CCCCS2(=O)=O)cc1
→ i	0.092	52
78: COc1ccc(-c2nnc(NC(=O)c3ccno3)o2)c(OC)c1
→ i	0.13	49
79: COCC(C)(O)CNC(=O)C1(c2ccc(Cl)cc2)CCCC1 (stereo not given)
→ i	0.054	55
80: Cc1cc(NC(=O)CSC2=Nc3cccnc3Nc3ccccc32)no1
→ i	0.04	45

Additional entries follow:
Value order: GluA2 TARP mod	GluA2 TARP mod agonism max-min	GluA2 TARP mod glutamate slope
81: COc1ccc(C(CNC(=O)C(=O)NCc2ccc(Cl)cc2)N2CCOCC2)cc1 (stereo not given)
→ i	0.094	45
82: O=C(NCCN1CCN(C(=O)CCS(=O)(=O)c2ccccc2)CC1)c1ccsc1
→ i	0.15	62
83: O=C(NCCc1ccc(Cl)cc1)c1ccc2c(=O)n3c(nc2c1)SCCC3
→ i	0.12	44
84: COc1ccccc1NS(=O)(=O)c1ccc(N2C(=O)CCS2(=O)=O)cc1
→ i	0.1	64
85: Cc1oc2cc(OC(=O)C(C)(C)C)ccc2c(=O)c1-c1nc2ccccc2n1C
→ i	0.076	67
86: Cn1cccc(C(=O)N2CCC(c3nnc(-c4ccco4)s3)CC2)c1=O
→ i	0.07	53
87: CCc1cc2c(=O)n(-c3ccccc3)c(SCC(=O)Nc3ccc(OC)cc3OC)nc2s1
→ i	0.12	76
88: COc1ccc(Br)cc1S(=O)(=O)N1CCCCCC1
→ +	0.071*	56*
89: COc1ccc(OC)c(Nc2nc(CC(=O)N3CCN(C(C)=O)CC3)cs2)c1
→ i	0.15	82
90: COC(=O)c1ccc2c(=O)n(CCCC(=O)NCc3ccc(Cl)cc3)c(=S)[nH]c2c1
→ i	0.12	66
91: Cc1nc(C)c(CC(=O)NCc2ccccc2OC(F)(F)F)s1
→ i	0.049	52
92: CCC(O)C12CC3CC(CC(C3)C1)C2 (stereo not given)
→ i	0.12	61
93: CC(=O)c1ccc(NC(=S)N2CCN(c3ccccn3)CC2)cc1
→ i	0.057	29
94: COCC(C)(O)CNC(=O)C1CCN(S(C)(=O)=O)CC1 (stereo not given)
→ i	0.1	58
95: COC(=O)c1ccc(NC(=O)CSc2nc(-c3ccccc3)c(N)s2)cc1
→ i	0.12	63
96: CC(C)c1cc(=O)[nH]c(-n2nc(C3CC3)cc2NC(=O)CC2CCCCC2)n1
→ i	0.094	63
97: COCCn1c(=O)c2c(nc3n2CCN3c2cccc(C)c2C)n(C)c1=O
→ i	0.077	56
98: CCOc1ccc(NC(=O)C(=O)NCC(c2cccc3ccccc23)N2CCOCC2)cc1 (stereo not given)
→ i	0.11	75
99: Cn1nnc2c(N3CCN(C(=O)C4CC(=O)N(c5ccccc5)C4)CC3)ncnc21 (stereo not given)
→ i	0.084	36
100: CC(C)c1nnc(C2CCN(C(=O)Cn3ccc4ccccc43)CC2)o1
→ i	0.12	50
101: CCSc1nnc(NC(=O)C2Cc3ccccc3O2)s1 (stereo not given)
→ i	0.13	56
102: Cn1cc(CC(=O)Nc2ccc3cn[nH]c3c2)c2ccccc21
→ i	0.14	64
103: O=C(NCCn1ncc2c(N3CCN(Cc4ccccc4)CC3)ncnc21)c1cnccn1
→ i	0.087	68
104: O=c1c2ccccc2nc(SCc2nc(-c3cccc(C(F)(F)F)c3)no2)n1Cc1ccco1
→ i	0.1	53
105: CC(C)c1ccc(S(=O)(=O)N2CCN(CC(=O)c3ccc(F)cc3)CC2)cc1
→ i	0.07	38
106: O=C(NCC(c1cccc2ccccc12)N1CCOCC1)c1ccc(Br)cc1 (stereo not given)
→ +	0.07*	129*
107: Fc1ccccc1Nc1nc(N2CCOCC2)c2ccccc2n1
→ +	0.19*	43*
108: COc1ccccc1C1(C(=O)O)CCOCC1
→ i	0.041	60
109: CCCc1nc2sc3ccccc3c(=O)c2c(=O)n1Cc1ccc(OC)cc1
→ i	0.18	52

Shown tab-delimited: entries from further up.
cpd	canonical_smiles	GluA2 TARP mod	GluA2 TARP mod agonism max-min	GluA2 TARP mod glutamate slope
19	COc1ccc(C2(CNC(=O)c3snnc3C)CCCC2)cc1	i	0.054	42
43	COC(=O)c1c(NC(=O)C2CCCCN2S(C)(=O)=O)sc2c1CCC(C)C2 (stereo not given)	i	0.096	51
14	Cc1ccc(NC(=O)C(=O)NCc2cccs2)cc1N1CCCC1=O	i	0.042	66
26	Cn1ccc(C(=O)Nc2onc3c2CCCC3)n1	i	0.089	59
82	O=C(NCCN1CCN(C(=O)CCS(=O)(=O)c2ccccc2)CC1)c1ccsc1	i	0.15	62
16	O=C(NCC1CCN(C(=O)COc2ccccc2)CC1)C(=O)Nc1cccnc1	i	0.14	58

Source: PubChem (Vanderbilt High Throughput Screening Facility)

These rows are one share of the data. The share of hits here may be higher or lower than overall.
